JMJD2C inh = inhibitors of GASC-1 histone demethylase, primary screen, biochemical, fluorescence, DELFIA europium; Lysine-specific demethylase 4C (Homo sapiens), Q9H3R0; GST-JMJD2C(1-420) H3K9me3 demethylation; inhibition, % at 2.35 µM; hit rate 0.069% among 330,000;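 active = more than half of a compound's replicate wells show inhibition beyond 50%, single wells judged on their own value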;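 also: signal counts dimethyl H3K9 product captured on neutravidin plate; 0% = median of DMSO wells and 100% = 0.3 times that DMSO median; strong numbers were not always called active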
Target sequence (Q9H3R0 1-420 limits assumed): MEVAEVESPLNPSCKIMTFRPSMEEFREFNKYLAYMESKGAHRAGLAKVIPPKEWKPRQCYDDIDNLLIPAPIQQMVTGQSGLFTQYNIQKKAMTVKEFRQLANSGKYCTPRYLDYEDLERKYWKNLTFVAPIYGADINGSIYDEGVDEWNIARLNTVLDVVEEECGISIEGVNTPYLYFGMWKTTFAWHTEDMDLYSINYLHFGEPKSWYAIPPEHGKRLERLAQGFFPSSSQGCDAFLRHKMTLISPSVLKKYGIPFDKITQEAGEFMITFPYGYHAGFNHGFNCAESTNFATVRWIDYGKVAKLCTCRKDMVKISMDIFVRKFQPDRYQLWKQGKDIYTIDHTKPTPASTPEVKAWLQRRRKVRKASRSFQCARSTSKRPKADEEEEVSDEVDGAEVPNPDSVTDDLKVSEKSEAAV
VLA-4 inh = inhibition in human VLA-4 binding assay, primary screen, VLA-4 allosteric modulator project, MLPCN library, flow cytometry, VLA-4 expressing cells; ligand binding flow cytometry; inhibition, % (about 7 µM as worked out from the volumes in the protocol); hit rate 0.2% among 330,000; AID 2557, 2010; in the data active = inhibition above about 50%
PP5 primary = PP5 phosphatase inhibitors, primary screen, biochemical, fluorescence; Serine/threonine-protein phosphatase 5 (Homo sapiens), P53041; purified PP5c, OMFP substrate fluorescence; inhibition, % at 6.7 µM; hit rate 0.18% among 320,000; AID 1987, 2009;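 active = inhibition above the campaign's mean inhibition across all tested compounds plus 3 SD, cut at about 9.5% in these data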;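 also: 0% = DMSO only and 100% = 100 µM cantharidin control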
PP1 counter = PP1-alpha phosphatase inhibitors, primary screen, counter-screen for PP5 inhibitor project, biochemical, fluorescence, OMFP substrate, single point; inhibition, % at 6.7 µM; AID 2235, 2010; Serine/threonine-protein phosphatase PP1-alpha catalytic subunit (Homo sapiens), P62136; hit rate 0.9% among 320,000; purified PP1alpha;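 active = inhibition above the mean inhibition of all tested compounds plus 3 SD, computed separately for each screening campaign, cut at about 15% in these data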
HCV core dimer = inhibitors of HCV core protein dimerization, primary screen, biochemical, TR-FRET, high-throughput. AID 1899, 2009. inhibition, % at 5 µM. hit rate 0.33% among 300,000. TR-FRET GST/Flag-core106 dimerization, 1536-well;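 active = inhibition above the mean of all tested compounds plus 3 SD, set per screening campaign, cut at about 45% in these data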
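Assay system: GST-tagged and Flag-tagged HCV core protein residues 1-106 / Times: compound-protein-antibody incubation 4 h at 22.5 °C / Signal: time-resolved FRET, ex 340 nm, em 617 and 671 nm / Evaluation: % inhibition based on acceptor/donor emission ratio / Benchmarks: wells lacking GST-core106 and wells with excess unlabelled core106 / Repeats: singlicate, one well per compound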
GRK2 inh = compounds blocking aptamer binding on GRK2 – biochemical, human GRK2, bead flow cytometry, HTS, primary screen | Beta-adrenergic receptor kinase 1 (Homo sapiens), P25098 | FAM-aptamer displacement from GRK2 | inhibition of aptamer binding, % at 10 µM | hit rate 0.59% among 330,000;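 active = inhibition of aptamer binding above 40%, roughly 3 SD of noise, on plates passing a quality check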;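 also: median bead fluorescence of bound FAM aptamer so fluorescent compounds give negative values; no value below 0 was filed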
procasp3 activ = activators of human procaspase-3 D3A mutant, primary screen, biochemical, absorbance, PC-3 D3A mutant, single concentration. Caspase-3 (Homo sapiens), P42574. recombinant procaspase-3 D3A, Ac-DEVD-pNA absorbance 405 nm. activation, % at 8.5 µM. hit rate 0.11% among 330,000;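 active = activation above the mean of all tested compounds plus 3 SD, cut at about 21% in these data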;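 also: 0% = DMSO alone and 100% = DMSO wells spiked with extra 5 µM PC-3 D3A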
Target sequence (P42574 whole entry D9A/D28A/D175A): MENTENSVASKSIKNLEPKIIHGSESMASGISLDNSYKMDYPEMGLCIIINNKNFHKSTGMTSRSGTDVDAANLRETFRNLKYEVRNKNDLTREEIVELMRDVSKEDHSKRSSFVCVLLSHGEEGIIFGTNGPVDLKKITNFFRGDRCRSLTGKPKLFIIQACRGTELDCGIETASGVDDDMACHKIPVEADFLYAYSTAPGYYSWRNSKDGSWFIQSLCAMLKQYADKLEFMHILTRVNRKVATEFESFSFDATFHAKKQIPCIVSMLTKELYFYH
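System: Procaspase-3 D3A mutant. Medium: Zinc-free 300 mM NaCl, 50 mM HEPES, 0.01% Triton X-100. Schedule: 1 h preincubation plus 2 h reaction at 25 °C. Measured by: 405 nm absorbance of p-nitroaniline, reads at 0 and 120 min. Read-out: percent activation relative to control range.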
CTSL1 counter = Fasciola hepatica cathepsin L1 inhibitors, primary screen, counter-screen for PFM18AAP inhibitor project, biochemical, QFRET, fluorogenic peptide substrate | recombinant F. hepatica cathepsin L1, Z-Leu-Arg-MCA fluorescence | hit rate 0.49% among 300,000 | AID 1906, 2009 | inhibition, % at 5.96 µM;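 active = inhibition above the mean of all tested compounds plus 3 SD, set per screening campaign, cut at about 17% in these data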;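 also: 0% = plate median of test compound wells and 100% = 1 µM Z-Phe-Ala-diazomethylketone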
procasp7 counter = procaspase-7 activators, primary screen, counter-screen for procaspase-3 activator project, biochemical, absorbance, HTS, human; Caspase-7 (Homo sapiens), P55210; recombinant procaspase-7, Ac-DEVD-pNA absorbance 405 nm; D23A/D198A/D206A triple mutant, cannot self-cleave; scale: DMSO 0, 5 µM enzyme 100; activation, % at 8.5 µM; hit rate 0.093% among 330,000;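 active = percent activation above the screen-wide mean plus 3 SD, cut at about 25% in these data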
Target sequence (P55210 whole entry D23A/D198A/D206A): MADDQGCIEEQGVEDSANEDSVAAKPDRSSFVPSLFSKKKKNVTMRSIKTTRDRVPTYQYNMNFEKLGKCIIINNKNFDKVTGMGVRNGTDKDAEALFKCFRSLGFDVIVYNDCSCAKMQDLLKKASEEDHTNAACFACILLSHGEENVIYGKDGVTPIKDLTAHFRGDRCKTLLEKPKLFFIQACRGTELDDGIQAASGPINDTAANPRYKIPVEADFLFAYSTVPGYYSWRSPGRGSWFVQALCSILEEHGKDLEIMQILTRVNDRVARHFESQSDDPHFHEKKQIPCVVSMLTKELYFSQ
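System: Uncleavable procaspase-7 mutant enzyme; Amount: 2 µM procaspase-7 mutant as dispensed; Schedule: 1 h compound preincubation, 2 h substrate cleavage, 25 °C; Measured by: 405 nm absorbance of p-nitroaniline; Evaluation: percent activation from buffer-corrected 0–120 min absorbance change; Control set: low DMSO alone, high DMSO plus 5 µM PC-7.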
Starred values were filed as active, the others as inactive; & = joins results of further samples. Rows are unselected, and some 2.6% of all compounds hit somewhere here.

Screening CCN(CC)c1ccc(NC(=O)/C=C/c2cc(Br)ccc2OC)cc1 returned JMJD2C inh 19, VLA-4 inh -9, PP5 primary 3.0, PP1 counter 6, HCV core dimer -1, GRK2 inh 3, procasp3 activ -3, CTSL1 counter 1 and procasp7 counter -7.
CC(C)OCCCNC(=O)c1cccs1 was read as JMJD2C inh -11, VLA-4 inh 7, PP5 primary -1.4, PP1 counter -2, HCV core dimer -1, GRK2 inh 0, procasp3 activ 14, CTSL1 counter -1 and procasp7 counter -2.
Screening O=C(CCC(=O)N1CCOCC1)Nc1ccc(Cl)c(Cl)c1 returned JMJD2C inh 8, VLA-4 inh 8, PP5 primary -1.0, PP1 counter -1, HCV core dimer -3, GRK2 inh 4, procasp3 activ 2, CTSL1 counter 0 and procasp7 counter 13.
Screening O=C(Nc1ccc(NS(=O)(=O)c2ccc([N+](=O)[O-])cc2)cc1)c1ccco1 returned JMJD2C inh 4, VLA-4 inh 7, PP5 primary 0.3, PP1 counter -2, HCV core dimer 0, GRK2 inh 0, procasp3 activ 0, CTSL1 counter 0 and procasp7 counter 1.
`COC(=O)c1cc(NC(=O)CSc2nnc(CN3CCOCC3)n2C)ccc1Cl` gave JMJD2C inh -22&20, VLA-4 inh 6, PP5 primary 1.5, PP1 counter 0, HCV core dimer -10, GRK2 inh 0, procasp3 activ -2, CTSL1 counter -1 and procasp7 counter 0.
Screening CCOc1ccc2oc(C(=O)N(CC)CC(=O)Nc3ccc(NC(C)=O)cc3)c(C)c2c1 returned JMJD2C inh -48, VLA-4 inh -5, PP5 primary -2.5, PP1 counter 0, GRK2 inh 0, procasp3 activ -3 and procasp7 counter -16.
COc1ccc(Cc2nnc(SC)[nH]c2=O)cc1OC was read as JMJD2C inh -36, VLA-4 inh 13, PP5 primary 1.7, PP1 counter 1, HCV core dimer -6, GRK2 inh 51*, procasp3 activ 4, CTSL1 counter -4 and procasp7 counter 10.
For COC1=CC(=Cc2c(N)n3nc(CC(=O)N4CCOCC4)sc3nc2=O)C=C(OC)C1=O the results were JMJD2C inh 6, VLA-4 inh -18, PP5 primary -2.6, PP1 counter -3, HCV core dimer -27, GRK2 inh 4, procasp3 activ 1, CTSL1 counter 3 and procasp7 counter -2.
Screening CC(C)c1nc(NCCO)c2nnn(Cc3ccccc3)c2n1 returned JMJD2C inh 0, VLA-4 inh 3, PP5 primary 0.0, PP1 counter 0, HCV core dimer -5, GRK2 inh 3, procasp3 activ -6, CTSL1 counter 3 and procasp7 counter 3.
CC1CCN(C(=O)CSc2nnc(CSc3ncccn3)n2C)CC1 was read as JMJD2C inh -5, VLA-4 inh -4, PP5 primary 0.5, PP1 counter -4, HCV core dimer -2, GRK2 inh 0, procasp3 activ 2, CTSL1 counter -4 and procasp7 counter 6.
`O=C(O)c1ccc(NCCc2ccc(Cl)cc2)c([N+](=O)[O-])c1` gave JMJD2C inh -4, VLA-4 inh -14, PP5 primary -0.7, PP1 counter 3, HCV core dimer 3, GRK2 inh 1, procasp3 activ 3, CTSL1 counter 0 and procasp7 counter 2.
CCOc1cccc(-c2c(C(=O)N/N=C/c3ccco3)nnn2-c2nonc2N)c1 was read as JMJD2C inh -11, VLA-4 inh 5, PP5 primary 0.6, PP1 counter -4, HCV core dimer 3, GRK2 inh 1, procasp3 activ -4, CTSL1 counter 2 and procasp7 counter 7.
`COc1ccc(C(=O)OCC(=O)N2CCCCCC2)cc1S(=O)(=O)N1CCOCC1` gave JMJD2C inh 3, VLA-4 inh 7, PP5 primary -0.4, PP1 counter -7, GRK2 inh 0, procasp3 activ 8 and procasp7 counter -3.
Screening COC(=O)CN1C(c2ccc(Cl)cc2)=Nc2ccc(Cl)cc2C1c1ccccc1 (configuration not stated) returned JMJD2C inh -6, VLA-4 inh 9, PP5 primary 0.2, PP1 counter 4, HCV core dimer 6, GRK2 inh 2, procasp3 activ 17, CTSL1 counter -1 and procasp7 counter 5.
`CCN(C(=O)COC(=O)c1ccccc1SCC(=O)N1CCCC1)C1CCS(=O)(=O)C1` (configuration not stated) gave JMJD2C inh 2, VLA-4 inh -3, PP5 primary -1.8, PP1 counter 4, HCV core dimer 0, GRK2 inh 0, procasp3 activ 0, CTSL1 counter 3 and procasp7 counter 10.
For CCc1ccc(NC(=O)N(CCCOC(C)C)C2CCN(C(C)=O)CC2)cc1 the results were JMJD2C inh -4, VLA-4 inh -5, PP5 primary 1.7, PP1 counter -4, HCV core dimer -3, GRK2 inh 5, procasp3 activ 5, CTSL1 counter -6 and procasp7 counter 6.
For COc1cccc(OCCNc2ccc([N+](=O)[O-])cn2)c1 the results were JMJD2C inh 15, VLA-4 inh -3, PP5 primary -0.6, PP1 counter -3, GRK2 inh 0, procasp3 activ 5 and procasp7 counter -5.
For Cc1cccc(NC(=O)CSc2nccn2C)c1 the results were JMJD2C inh -13, VLA-4 inh -7, PP5 primary -2.7, PP1 counter -5, HCV core dimer 2, GRK2 inh 0, procasp3 activ -2, CTSL1 counter 13 and procasp7 counter 6.
Screening S=C(Nc1ccccc1Cl)NC1CCCCCC1 returned JMJD2C inh 4, VLA-4 inh 7, PP5 primary 2.1, PP1 counter -2, HCV core dimer -1, GRK2 inh 2, procasp3 activ 0, CTSL1 counter 0 and procasp7 counter 3.
`COc1cccc(OC)c1-c1nn(-c2ncc(C(F)(F)F)cc2Cl)c(=O)o1` gave JMJD2C inh 3, VLA-4 inh 2, PP5 primary 3.1, PP1 counter -3, HCV core dimer -1, GRK2 inh 0, procasp3 activ 2, CTSL1 counter -3 and procasp7 counter -1.
O=S(=O)(c1ccccc1)[C@@]1(c2ccc(Br)cc2)C[C@@H]2ON=C(c3ccccc3)[C@@H]2C1 was read as JMJD2C inh 9, VLA-4 inh -9, PP5 primary 5.0, PP1 counter 6, HCV core dimer 14, GRK2 inh 0, procasp3 activ -1, CTSL1 counter -2 and procasp7 counter -6.
For COc1ccc(C)cc1NC(=O)CSc1ccc(-c2ccco2)nn1 the results were JMJD2C inh -1, VLA-4 inh -7, PP5 primary -1.0, PP1 counter 1, HCV core dimer 26, GRK2 inh 0, procasp3 activ 3, CTSL1 counter -1 and procasp7 counter -9.
`O=C(COc1ccccc1[N+](=O)[O-])Nc1ccc2c(c1)OCO2` gave JMJD2C inh 2, VLA-4 inh -7, PP5 primary -1.0, PP1 counter 0, HCV core dimer 6, GRK2 inh 0, procasp3 activ -1, CTSL1 counter -5 and procasp7 counter -5.
For COC(=O)c1ccc(COc2ccc(F)cc2)o1 the results were JMJD2C inh -2, VLA-4 inh 11, PP5 primary 0.0, PP1 counter 2, HCV core dimer -9, GRK2 inh 0, procasp3 activ 8, CTSL1 counter 3 and procasp7 counter 2.
Screening O=C(CSc1nc(-c2ccccc2)nc2c1CCCC2)N1CCOCC1 returned JMJD2C inh 4, VLA-4 inh 3, PP5 primary 1.4, PP1 counter -2, HCV core dimer 3, GRK2 inh 0, procasp3 activ 1, CTSL1 counter 4 and procasp7 counter -3.
CNc1oc(/C=C/c2ccccc2)nc1C#N was read as JMJD2C inh 2, VLA-4 inh 3, PP5 primary -6.5, PP1 counter -9, HCV core dimer -18, GRK2 inh 0, procasp3 activ -24, CTSL1 counter 16 and procasp7 counter -11.
O=C(c1ccco1)N1CCN(c2ncnc3c2cnn3-c2ccccc2)CC1 was read as JMJD2C inh -2, VLA-4 inh -6, PP5 primary 1.6, PP1 counter -1, HCV core dimer 3, GRK2 inh 1, procasp3 activ 4, CTSL1 counter -4 and procasp7 counter 1.
`O=S(=O)(NC(=NC1CCCCC1)c1ccccc1)c1ccccc1` gave JMJD2C inh 0, VLA-4 inh -2, PP5 primary 3.6, PP1 counter 0, HCV core dimer -4, GRK2 inh 6, procasp3 activ 15, CTSL1 counter -1 and procasp7 counter -4.
Screening O=C(COc1ccc(F)cc1)N1CCCc2ccccc21 returned JMJD2C inh 17, VLA-4 inh 14, PP5 primary -0.9, PP1 counter 4, HCV core dimer 1, GRK2 inh 0, procasp3 activ 2, CTSL1 counter 1 and procasp7 counter 5.
For CCCn1c(=S)[nH]c2cc(Cl)ccc21 the results were JMJD2C inh 11, VLA-4 inh -6, PP5 primary 0.8, PP1 counter -2, HCV core dimer 1, GRK2 inh 1, procasp3 activ 2, CTSL1 counter 2 and procasp7 counter -4.

5 consecutive records already listed, quoted:
CNc1oc(/C=C/c2ccccc2)nc1C#N was read as JMJD2C inh 2, VLA-4 inh 3, PP5 primary -6.5, PP1 counter -9, HCV core dimer -18, GRK2 inh 0, procasp3 activ -24, CTSL1 counter 16 and procasp7 counter -11.
O=C(c1ccco1)N1CCN(c2ncnc3c2cnn3-c2ccccc2)CC1 was read as JMJD2C inh -2, VLA-4 inh -6, PP5 primary 1.6, PP1 counter -1, HCV core dimer 3, GRK2 inh 1, procasp3 activ 4, CTSL1 counter -4 and procasp7 counter 1.
`O=S(=O)(NC(=NC1CCCCC1)c1ccccc1)c1ccccc1` gave JMJD2C inh 0, VLA-4 inh -2, PP5 primary 3.6, PP1 counter 0, HCV core dimer -4, GRK2 inh 6, procasp3 activ 15, CTSL1 counter -1 and procasp7 counter -4.
Screening O=C(COc1ccc(F)cc1)N1CCCc2ccccc21 returned JMJD2C inh 17, VLA-4 inh 14, PP5 primary -0.9, PP1 counter 4, HCV core dimer 1, GRK2 inh 0, procasp3 activ 2, CTSL1 counter 1 and procasp7 counter 5.
For CCCn1c(=S)[nH]c2cc(Cl)ccc21 the results were JMJD2C inh 11, VLA-4 inh -6, PP5 primary 0.8, PP1 counter -2, HCV core dimer 1, GRK2 inh 1, procasp3 activ 2, CTSL1 counter 2 and procasp7 counter -4.
